TLR4 MyD88 comp: inhibitors of TLR4-MyD88 association in cells, primary screen, cell-based, HeLa CL3-4, BLA complementation, FRET ratio; HeLa CL3-4 TLR4/MyD88 BLA complementation; inhibition, % at 8.4 µM; 0.18% of 200,000 active; in the data active means inhibition above about 25%;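 further: 0% = vehicle and 100% = reference inhibitor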
PMI activator: activators of human PMI, primary screen, biochemical, fluorescence intensity, near-Km mannose 6-phosphate; Mannose-6-phosphate isomerase (Homo sapiens), P34949; AID 1214, 2008; 0.005% of 190,000 active; purified human PMI, coupled resazurin fluorescence, 20 min; hits give high values; 1 = vehicle control, 0 substrate-free wells; activation factor at 20 µM;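 active means activation factor of 2 or more at 20 µM, relative to plate controls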
Target sequence (P34949 whole entry, looked up): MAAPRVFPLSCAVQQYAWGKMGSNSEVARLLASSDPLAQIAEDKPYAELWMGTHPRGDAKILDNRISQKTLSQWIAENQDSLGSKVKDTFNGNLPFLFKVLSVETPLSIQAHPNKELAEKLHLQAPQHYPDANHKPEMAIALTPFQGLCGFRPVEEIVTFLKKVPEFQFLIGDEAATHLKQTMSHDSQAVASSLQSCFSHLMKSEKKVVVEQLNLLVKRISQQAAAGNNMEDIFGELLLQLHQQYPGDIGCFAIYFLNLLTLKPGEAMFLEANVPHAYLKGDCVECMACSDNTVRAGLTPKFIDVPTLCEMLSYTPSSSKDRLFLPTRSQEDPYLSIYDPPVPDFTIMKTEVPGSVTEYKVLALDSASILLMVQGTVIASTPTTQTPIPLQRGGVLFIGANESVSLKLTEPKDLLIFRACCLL
RAM inhibit: inhibitors of the yeast RAM network, primary screen, dse1pr::URA3 reporter, 5-FOA selection. 1.8% of 190,000 active. inhibition, % at 50 µM. S. cerevisiae dse1pr::URA3 reporter, 5-FOA growth OD615, 2 d; analog-sensitive cbk1-as2 kinase mutant strain;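 active means inhibition above a set limit, 3 SD over mean compound inhibition, cut at about 8.4% in these data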;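 further: 0% = DMSO-only wells with no growth and 100% = 10 µM 1-NA-PP1 full growth; inhibition rescues growth on 5-FOA so higher OD means more RAM inhibition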
PMI act satM6P: human PMI activators, high substrate, primary screen, biochemical, fluorescence intensity, near-saturating mannose 6-phosphate | Mannose-6-phosphate isomerase (Homo sapiens), P34949 | coupled PMI enzyme assay, resazurin fluorescence, 20 min; hits give high values; 1 = untreated enzyme, 0 = substrate-free blank | activation factor at 20 µM | 0.34% of 190,000 active;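 active means activation factor of 2 or more at 20 µM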
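Material: human phosphomannose isomerase with PGI, G6PDH, diaphorase coupling enzymes / Reagent: Man-6-P substrate 1.0 mM / Dosing: single compound dose of 20 µM, 1% DMSO final / Incubation: enzyme reaction with compound 20 min at room temperature / Signal: resorufin fluorescence (Ex 544/Em 590 nm) from resazurin via diaphorase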
DTT redox prof: compounds producing H2O2 with reducing agent – biochemical, NIH compound library profiling, artefact control for MLSCN library redox annotation, primary screen. 0.03% of 200,000 active. DTT-dependent redox cycling H2O2, phenol red/HRP absorbance; 100% = 100 µM peroxide control, 0% = buffer. AID 878, 2007. activation, % at 10 µM;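 active means activation of at least 50% relative to the plate's high and low controls in the primary single-dose screen; inactive means activation below 50%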;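 further: compound incubated with DTT at 0.8 mM final as the reducing agent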
G6PDH counter: L. mesenteroides G6PDH inhibitors, counter-screen for G6PDH-coupled screening assays, biochemical, Leuconostoc mesenteroides enzyme | glucose-6-phosphate dehydrogenase [Leuconostoc mesenteroides] | 0.12% of 200,000 active | Purified L. mesenteroides G6PDH, diaphorase/resazurin coupled fluorescence, 45 min | inhibition, % at 5 µM
Hsp70 activator: Hsp70 transcriptional activators, primary screen, cell-based, HeLa, Hsp70 promoter luciferase, luminescence, 10 µM | HeLa Hsp70 promoter luciferase reporter; scaled: vehicle 0, proteasome-inhibitor control 100% | activation, % at 10 µM | 0.04% of 200,000 active;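 active means activation above the mean across all tested compounds plus 3 SD, cutoff set per campaign, cut at about 5.5% in these data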;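 further: 100% = MG132 at 30 µM as the positive control and 0% = DMSO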
L major viab: Leishmania major promastigote growth inhibition, primary screen | Leishmania major promastigotes, resazurin fluorescence viability | inhibition, % at 10 µM | 9% of 200,000 active;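 further: promastigotes grown with compound for 44 hours at 28 °C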
S1P3 antag: S1P3 receptor antagonists, primary screen, cell-based | Sphingosine 1-phosphate receptor 3 (Homo sapiens), Q99500 | CHO S1P3 NFAT-BLA reporter, FRET fluorescence, antagonist mode | inhibition, % at 4.98 µM | 0.27% of 170,000 active | AID 485, 2006;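 active means inhibition above the plate cutoff, the mean inhibition of test wells on that plate plus 3 SD, cut at about 28% in these data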;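 further: cells challenged with S1P at its EC80 of 0.8 µM; blue over green emission ratio from cleaved BLA substrate after 4 h stimulation; 0% = S1P-stimulated wells and 100% = unstimulated DMSO-only wells; some compounds past the cut are filed as inactive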
Target sequence (Q99500 whole entry, looked up): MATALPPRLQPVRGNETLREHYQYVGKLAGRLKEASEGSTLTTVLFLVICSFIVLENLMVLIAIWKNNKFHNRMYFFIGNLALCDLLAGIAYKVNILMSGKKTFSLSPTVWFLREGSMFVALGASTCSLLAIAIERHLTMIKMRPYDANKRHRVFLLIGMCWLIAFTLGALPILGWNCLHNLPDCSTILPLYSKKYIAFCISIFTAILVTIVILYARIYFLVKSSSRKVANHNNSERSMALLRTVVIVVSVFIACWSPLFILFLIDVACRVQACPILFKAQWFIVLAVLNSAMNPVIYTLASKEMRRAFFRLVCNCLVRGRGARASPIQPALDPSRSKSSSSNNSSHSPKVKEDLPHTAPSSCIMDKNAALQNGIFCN
Diaph inh CS: diaphorase inhibitors and chemical oxidizers, primary screen, counter-screen for diaphorase-coupled primary assays, biochemical, uHTS, resorufin fluorescence. diaphorase resazurin-to-resorufin fluorescence, NADH, 16 min; bacterial (C. kluyveri) enzyme, not human. inhibition, % at 20 µM. AID 1217, 2008. 0.69% of 190,000 active;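 active means primary screen inhibition at 20 µM above a set limit, cut at about 50% in these data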;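 further: plate controls were DMSO with full reaction for no effect and wells lacking NADH for full effect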
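Test system: Clostridium kluyveri diaphorase enzyme / Quantity: diaphorase at 0.14 U/mL in enzyme working solution / Incubation: 16-min room-temperature incubation before reading / Benchmarks: NADH-free wells as positive control, DMSO-only neutral wells / Signal: resorufin fluorescence 544/590 nm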
Diaphorase act: compounds boosting diaphorase resazurin reduction – biochemical, uHTS, resorufin fluorescence, counter-screen for diaphorase-coupled primary assays, primary screen; activation factor at 20 µM; Diaphorase/resazurin coupled assay, 16 min; hits give high values; 1 = vehicle wells, 0 = NADH-free wells; 0.005% of 190,000 active; AID 1229, 2008;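 active means diaphorase activity raised at least twofold by the compound at 20 µM; inactive means activation factor below 2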
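Test system: Clostridium kluyveri diaphorase, purified enzyme. Buffer or medium: 50 mM HEPES pH 7.4 buffer plus MgCl2 and Tween 20. Also added: 0.114 mM NADH and 0.1 mM resazurin, final amounts. Dosing: compound 20 µM once, DMSO 1%. Schedule: 16 min enzyme reaction, ambient temperature. Detection: fluorescence of resorufin, 544 nm excitation, 590 nm emission.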
An asterisk follows results filed as active; . = no result given. Unless noted, no stated cut-off is given here; in the data, active means inhibition above about 50%; inactive means the rest.

SMILES	TLR4 MyD88 comp	PMI activator	RAM inhibit	PMI act satM6P	DTT redox prof	G6PDH counter	Hsp70 activator	L major viab	S1P3 antag	Diaph inh CS	Diaphorase act
COc1ccc(Cn2c(-c3ccc(OC)cc3)nc3ccccc32)cc1	6	0.9	-0.8	0.9	0.8	-7	0.1	62*	.	18	0.8
CC1CCN(C(=O)Cn2cc(C#N)c3ccccc32)CC1	-9	1	0.9	1.1	0.1	14	0.5	0	.	10	0.9
Cc1cc(=O)oc2cc(OCC3CC(c4ccc(Cl)cc4)=NO3)ccc12 (stereo not drawn)	8	0.9	2.6	1	0.5	1	0.1	1	.	4	1
O=C(CSc1nnc(COc2cccc3cccnc23)o1)c1ccc(F)cc1	0	1.1	0.1	1	-0.2	21	0.1	1	3	5	1
COC(=O)c1ccc(NC(=O)C(C)N2C(=O)c3ccccc3C2=O)cc1 (stereo not drawn)	3	0.8	0.0	0.9	0.8	10	-0.5	-3	-10	12	0.9
COc1cc(NS(C)(=O)=O)cc(OC)c1OC	-2	1.1	0.5	1.1	0.3	8	0.5	-3	-6	12	0.9
COc1ccc(N(C)S(=O)(=O)c2cccc(C(=O)Nc3cc(OC)ccc3OC)c2)cc1	4	1	3.1	1	0.4	3	-0.2	82*	-1	9	0.9
Cc1cc(C)c(C(=O)O)c(Cl)n1	0	1.2	1.8	1	-0.3	6	-0.1	-7	5	-12	1.1
Clc1ccc(-c2cc(C3CCNCC3)[nH]n2)c(Cl)c1	4	1	2.1	1	-0.1	-2	-0.1	94*	-9	2	1
O=C(Cc1ccccc1)NNC1CC(=O)N(c2ccccc2)C1=O (stereo not drawn)	-4	1	-0.4	1	-0.1	-7	-0.2	-1	-10	9	0.9
Cc1oc2c(c1C(=O)NCCO)CCCC2	7	1	-0.3	1.1	0.4	8	-0.3	-3	.	8	0.9
CC(=O)Nc1ccc(NC(=O)Cn2cnc3c(cnn3C(C)(C)C)c2=O)cc1	-12	0.9	0.9	0.9	-0.1	-19	0.1	-3	2	10	0.9
N#Cc1ccc(CSc2nnc(NC(=O)C3CCCO3)s2)cc1 (stereo not drawn)	-14	1	3.0	0.9	2.2	6	-0.5	2	10	21	0.8
Cc1cccc(NC(=O)CN2C(=O)S/C(=C\c3cc(C)n(C)c3C)C2=O)c1	6	0.8	3.5	0.7	-0.1	-19	-0.3	4	0	10	0.9
CCc1ccc2c(c1)cc(C)c1nnc(SCC(=O)Nc3cc(OC)c(OC)cc3C(=O)O)n12	-13	0.9	-0.5	1	0.6	22	0.0	-6	-16	45	0.5
NS(=O)(=O)c1ccc(CCNC(=O)c2ccc3ccccc3n2)cc1	-22	1.1	1.4	1	-0.7	-1	-0.2	-4	-2	7	0.9
CCOc1ccc2nc(-c3ccccc3)nc(SCC(=O)Nc3ncc(C)s3)c2c1	5	0.9	2.3	0.9	2.8	-47	-0.3	-5	.	7	0.9
CCN(CC)C(=O)CN(C#N)c1nc(C)cc(C)n1	-3	1	0.4	1.1	0.2	8	-0.4	-5	13	1	1
O=C(Oc1ccc(=O)n(-c2ccccc2)n1)c1cccc(Cl)c1	4	1	-1.2	1	11	1	0.0	-2	.	1	1
C=CCN(c1ccccc1OC)S(=O)(=O)c1ccc(Cl)c(C(=O)Nc2ccc(N3CCOCC3)cc2)c1	2	0.9	2.2	0.8	0.4	4	-0.5	19	1	23	0.8
CCCCc1c(O)nc(N2CCN(Cc3ccccc3)CC2)[nH]c1=O	7	0.9	1.1	1	2.3	-6	0.1	-1	-15	5	1
CCN1C(=O)/C(=C\c2cn(CCC#N)nc2-c2ccc(F)cc2)SC1=S	7	0.9	2.9	0.9	0.8	-22	-0.1	3	-4	35	0.7
CCSc1nnc(Cc2cc(=O)[nH]c(=O)[nH]2)n1-c1cc(C)ccc1C	-6	1.1	2.7	1.1	2.5	11	-0.5	-8	-57	-11	1.1
O=C(NCCCN1CCOCC1)c1c(O)c2ccccc2[nH]c1=O	-3	0.9	0.5	0.9	1.4	12	0.1	7	-10	6	0.9
CC(C)NC(=O)c1cccc(C(F)(F)F)c1	-16	1.1	-0.3	1.1	-1.3	0	-0.5	-6	.	1	1

Fetched by structure from the entries so far, 3 records:
SMILES	TLR4 MyD88 comp	PMI activator	RAM inhibit	PMI act satM6P	DTT redox prof	G6PDH counter	Hsp70 activator	L major viab	S1P3 antag	Diaph inh CS	Diaphorase act
CCc1ccc2c(c1)cc(C)c1nnc(SCC(=O)Nc3cc(OC)c(OC)cc3C(=O)O)n12	-13	0.9	-0.5	1	0.6	22	0.0	-6	-16	45	0.5
COc1ccc(N(C)S(=O)(=O)c2cccc(C(=O)Nc3cc(OC)ccc3OC)c2)cc1	4	1	3.1	1	0.4	3	-0.2	82*	-1	9	0.9
O=C(NCCCN1CCOCC1)c1c(O)c2ccccc2[nH]c1=O	-3	0.9	0.5	0.9	1.4	12	0.1	7	-10	6	0.9

(continued)
SMILES	TLR4 MyD88 comp	PMI activator	RAM inhibit	PMI act satM6P	DTT redox prof	G6PDH counter	Hsp70 activator	L major viab	S1P3 antag	Diaph inh CS	Diaphorase act
CCOc1ncccc1C(=O)OCC(=O)NCCc1ccc(OC)cc1	6	1	2.2	1	0.2	-1	-0.1	-3	-7	16	0.8
Cc1ccc(C(C)(C)C)c(OCCCCN2CCCC2)c1	-3	1.1	0.7	1	0.0	5	-0.4	87*	-1	3	1
COC(=O)c1cc(=O)n2c(-c3ccc(OC)cc3)csc2n1	2	1	1.3	1	0.7	7	-0.1	0	.	6	0.9
CS(=O)(=O)N1CCC(C(=O)Nc2ccccc2)CC1	6	1	0.9	1	0.1	5	-0.4	-6	.	11	0.9
COc1cc(/C=N/NC(=O)CCOc2ccccc2C)cc(Br)c1O	8	1	0.7	1	-1.4	-3	-0.3	-2	-4	4	1
COc1ccc(-c2cccc(C(=O)Nc3cccc(C(=O)O)c3)c2)cc1	13	1	1.2	1	-0.6	-1	0.1	-1	5	4	1
Cc1ccc(C)c(OCC(=O)N/N=C\c2cccn2C)c1	-3	1	1.1	0.9	-0.7	4	-0.2	18	6	4	1
Cc1ccc(N(Cc2cc3ccccc3[nH]c2=O)C(=O)c2cccs2)cc1	-10	1	1.9	1	-0.1	10	-0.2	75*	8	12	0.9
Cc1cc(C)n(-c2nc(-c3ccccc3)cs2)n1	2	1	0.0	1	0.9	6	0.1	-8	.	14	0.9
Cc1ccc(S(=O)(=O)Nc2ccc(N3CCN(C)CC3)nc2)cc1	-14	1	2.4	0.8	-1.1	1	-0.1	7	-3	10	0.9
N#Cc1cc(Oc2cccnc2)c(Oc2cccnc2)cc1C#N	9	1	0.8	1	0.5	-9	-0.5	28	.	11	0.9
CCCNC(=O)Nc1ccccc1C(=O)Nc1ccc(OC)cc1	14	0.9	0.1	0.9	3.6	-9	0.1	0	.	11	0.9
COC(=O)c1sccc1NC(=O)c1ccc(OC)cc1OC	8	1.1	4.2	1.2	-0.6	9	-0.3	9	7	-3	1
Fc1ccccc1N1CC(c2ccccc2)C(c2cccs2)=N1 (stereo not drawn)	-22	0.9	2.7	0.9	0.1	5	0.0	-1	.	18	0.8
COc1ccc(CCNC(=O)CSc2nccc(=O)[nH]2)cc1OC	1	.	0.6	.	0.0	12	-0.2	-5	-1	.	.
Cc1c(C(=O)N2c3ccccc3Sc3ccccc32)cccc1[N+](=O)[O-]	9	0.9	3.3	1	0.6	6	-0.2	13	-4	2	1
COC(=O)c1ccccc1NC(=O)Cn1c(=O)n(Cc2ccccc2)c(=O)c2c(C)c(C)sc21	-2	1	3.4	1	0.7	8	-0.1	89*	-5	-7	1.1
CCN1CCN(CC(=O)Nc2sc3c(c2C#N)CCC(C)C3)CC1 (stereo not drawn)	10	0.9	0.5	0.9	1.5	7	-0.2	100*	9	18	0.8
Cc1cccn2cc(CCNC(=O)c3ccco3)nc12	-4	1	1.7	1	-1.1	5	-0.2	2	.	12	0.9
Cc1cccc(N=Cc2c(O)cc(C)oc2=O)c1	1	1.1	0.5	1	0.0	4	-0.4	62*	-10	-5	1
Cc1cccc(OCCCCNCc2ccccc2)c1	-1	1.2	0.5	1.2	-1.1	2	-0.2	89*	-19	6	0.9
Cc1nc2cc(S(=O)(=O)N3CCC(C(=O)O)CC3)ccc2n1C1CCCC1	-7	1	-0.1	0.9	-0.5	-1	-0.5	-8	0	4	1
c1ccc(Oc2ncnc3oc(-c4ccccc4)cc23)cc1	13	1	3.0	1.1	19	5	0.4	-5	.	8	0.9
Cc1ccc(C(=O)COC(=O)CNC(=O)C(c2ccccc2)c2ccccc2)cc1[N+](=O)[O-]	7	0.9	2.0	1	-3.4	0	-0.3	-9	.	17	0.8
NS(=O)(=O)c1ccc(NC(=O)/C=C/c2cn(-c3ccccc3)nc2-c2cccc(Cl)c2)cc1	-15	1.1	3.4	1	-1.5	9	0.0	-3	-1	-19	1.2
Cc1ccc(S(=O)(=O)NNC(=O)c2sc(=S)n(C)c2C)cc1	-5	1.1	5.0	1.1	0.5	-6	-0.3	-1	-15	9	0.9

Bioassay records as filed in PubChem.
